Compound activity: PubChem, The Scripps Research Institute Molecular Screening Center
TAAR1 antagonist: antagonists of human TAAR1; CHO RD-HGA16 TAAR1, Fluo-8 calcium fluorescence, antagonist; Q96RJ0; inhibition, % at 3 µM; actives 1.5% (n = 360,000);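 active means inhibition above a per-plate cutoff, the mean inhibition of test compounds on that plate plus 3 SD, cut at about 49% in these data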;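 further: 0% = DMSO plus EC80 beta-PEA response and 100% = DMSO alone without agonist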
Target sequence (Q96RJ0 whole entry, looked up): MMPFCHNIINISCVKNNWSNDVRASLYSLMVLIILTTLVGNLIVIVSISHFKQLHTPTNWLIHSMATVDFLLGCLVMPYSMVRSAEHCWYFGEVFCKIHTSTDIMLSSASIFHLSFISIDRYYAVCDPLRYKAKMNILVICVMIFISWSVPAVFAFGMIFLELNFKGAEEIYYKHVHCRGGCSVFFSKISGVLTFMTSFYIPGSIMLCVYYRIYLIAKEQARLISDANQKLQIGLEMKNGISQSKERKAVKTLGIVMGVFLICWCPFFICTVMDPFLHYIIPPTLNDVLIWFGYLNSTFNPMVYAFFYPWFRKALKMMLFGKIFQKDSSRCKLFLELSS
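System: RD-HGA16 CHO cells with stable hTAAR1 and Gα16 | Probe or stimulus: EC80 β-phenethylamine stimulus | Dosing: 3 µM, single point | Times: Dye loading 75 min at 37 °C, then 30 min room temperature | Measured by: Fluo-8 calcium-sensitive fluorescence | Read-out basis: % inhibition of agonist calcium response | Replicates: n of 1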
TAAR1 ag: agonists of human TAAR1. CHO RD-HGA16 TAAR1, Fluo-8 calcium fluorescence; vehicle wells 0%, saturating PEA agonist 100%. activation, % at 3 µM. actives 0.99% (n = 360,000). AID 624467;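 active means activation above the mean activation of all test compounds in the run plus 3 SD, cut at about 38% in these data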
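Test system: RD-HGA16 (CHO) cells co-expressing Gα16 and hTAAR1; dosing: one-point dosing at 3 µM (nominal); timing: 17-24 h seeding, 75 min 37 °C dye, 30 min RT; signal: kinetic Fluo-8 calcium fluorescence; read-out basis: % activation relative to PEA EC100 response; controls: DMSO and PEA EC100; replicates: n 1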
CHO parental Ca: signal in parental CHO cells, OX1R antagonist counter-screen. inhibition, % at 5.6 µM. actives 0.63% (n = 330,000). parental CHO-K1, ATP-induced calcium, Fluo-8 fluorescence. AID 463079;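 active means inhibition above that plate's mean sample inhibition plus 3 SD, cut at about 26% in these data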;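 further: 0% = ATP-challenged DMSO wells and 100% = DMSO wells without ATP; some compounds past the cut are filed as inactive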
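material = parental CHO cells | also added = ATP as calcium-mobilizing challenge | dosing = single point at 5.6 µM | detection = intracellular calcium via Fluo-8 no-wash fluorescent dye | read-out = % inhibition | benchmarks = low control ATP plus DMSO, high control DMSO only | repeats = one well per compound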
OXTR potentiate: potentiates the human oxytocin receptor response; activation, % at 3 µM; AID 2445; CHO-OTR cells, Fluo-8 calcium fluorescence, potentiator mode; 0% = oxytocin EC15, 100% = EC100; actives 0.061% (n = 320,000);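 active means activation above that plate's cutoff, the mean activation of tested compounds plus 3 SD, cut at about 6.6% in these data, passing the limit was not always enough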;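 further: 100% uses oxytocin at 75 nM as the full agonist control; some results filed as inactive read as strong as hits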
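assay system = CHO-OTR cells, human receptor | schedule = compound 6 min at room temperature before oxytocin, 100 s read | detection = Fluo-8 intracellular calcium fluorescence, ex 470-495, em 515-575 nm | evaluation = normalized max/min fluorescence ratio, % activation | control set = EC15 oxytocin alone as 0%, 75 nM oxytocin (EC100) as 100%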
V1R ag counter: activates human V1a receptor in oxytocin agonist counter-screen; CHO-V1R cells, Fluo-8 calcium fluorescence, agonist mode; 0% DMSO, 100% 3 nM vasopressin; P37288; activation, % at 3 µM; actives 0.25% (n = 320,000);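 active means activation above the mean activation of all tested compounds plus 3 SD, per screening run, cut at about 20% in these data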;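 further: signal is peak over basal fluorescence ratio across a 100 second FLIPR read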
Target sequence (P37288 whole entry, looked up): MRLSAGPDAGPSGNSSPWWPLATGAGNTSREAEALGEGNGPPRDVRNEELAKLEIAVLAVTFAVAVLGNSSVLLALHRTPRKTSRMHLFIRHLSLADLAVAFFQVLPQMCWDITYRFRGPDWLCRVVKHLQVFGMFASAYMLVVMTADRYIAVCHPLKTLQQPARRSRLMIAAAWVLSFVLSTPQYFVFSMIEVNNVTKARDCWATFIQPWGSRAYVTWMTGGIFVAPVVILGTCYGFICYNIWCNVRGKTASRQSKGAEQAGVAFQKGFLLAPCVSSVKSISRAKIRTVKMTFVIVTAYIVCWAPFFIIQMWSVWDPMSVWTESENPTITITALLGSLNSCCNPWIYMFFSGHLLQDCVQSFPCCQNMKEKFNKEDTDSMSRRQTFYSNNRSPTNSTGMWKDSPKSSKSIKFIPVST
M1 ag parental: nonselective activator or artifact in parental CHO-K1 cells; actives 0.48% (n = 360,000); activation, % at 3 µM; Fluo-8 calcium fluorescence; scaled to maximal ATP response, vehicle zero; AID 602248; in the data active means activation above about 15%;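 further: untransfected CHO-K1 host cells lacking M1 receptor as counterscreen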
M1 PAM parental: M1 PAM counterscreen hit in parental CHO-K1 cells. ATP EC20, Fluo-8 calcium fluorescence; 0% at ATP EC20, 100% at ATP max. activation, % at 3 µM. actives 0.02% (n = 360,000);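 active means activation above the run cutoff, the mean activation of all test compounds plus 3 SD, cut at about 40% in these data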;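 further: peak over basal fluorescence ratio in a 140 s read after ATP addition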
CHO-K1 Ca antag: nonselective inhibitor or artifact in parental CHO-K1 cells; actives 0.6% (n = 360,000); inhibition, % at 3 µM; AID 602250; ATP-induced calcium, Fluo-8 fluorescence;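 active means inhibition above a per-plate cutoff, the plate's mean sample inhibition plus 3 SD, cut at about 24% in these data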;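 further: 0% = DMSO plus EC80 ATP and 100% = DMSO alone without ATP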
CHRM1 agonist: human M1 muscarinic receptor agonism. P11229. CHO-K1 hM1, Fluo-8 calcium fluorescence, agonist mode; 0% DMSO, 100% acetylcholine EC100. activation, % at 3 µM. actives 0.33% (n = 360,000). AID 588814;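 active means activation above the run's mean compound activation plus 3 SD, cut at about 16% in these data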;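 further: peak over basal fluorescence ratio within a 140 s kinetic read after compound addition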
* = called active by the depositor. Compounds were not picked by outcome. Share with any hit: about 3.3%.

For O=C(NCc1cccc(C(F)(F)F)c1)c1ccc2sc(COCCO)nc2c1 the results were TAAR1 antagonist 3, TAAR1 ag 4, M1 ag parental 0.4, M1 PAM parental -10, CHO-K1 Ca antag 20 and CHRM1 agonist -1.
`COC(=O)c1ccc(COc2ccccc2/C=C(\C#N)C(=O)Nc2ccc(C)cc2C)cc1` gave TAAR1 antagonist -16, TAAR1 ag 2, CHO parental Ca -3, OXTR potentiate -12, V1R ag counter 0.0, M1 ag parental 2.0, M1 PAM parental 13, CHO-K1 Ca antag -1 and CHRM1 agonist -5.
CCCCCOCC1CC(C/C(C)=N/Nc2nc(-c3ccccc3)cs2)C(=O)O1 (configuration not stated) was read as TAAR1 antagonist 5, TAAR1 ag 3, CHO parental Ca -1, OXTR potentiate -6, V1R ag counter -0.6, M1 ag parental -0.2, M1 PAM parental 10, CHO-K1 Ca antag 8 and CHRM1 agonist -3.
Screening O=C(Cc1cccc(C(F)(F)F)c1)NCC(c1ccco1)N1CCCCC1 (configuration not stated) returned TAAR1 antagonist 10, TAAR1 ag 0, CHO parental Ca -17, OXTR potentiate -8, V1R ag counter 0.2, M1 ag parental 1.0, M1 PAM parental 14, CHO-K1 Ca antag -16 and CHRM1 agonist -8.
`CCN(CC)CCCN1C(=O)c2oc3ccccc3c(=O)c2C1c1cc(OC)ccc1OC` (configuration not stated) gave TAAR1 antagonist 0, TAAR1 ag 5, CHO parental Ca -12, OXTR potentiate -5, V1R ag counter 1.3, M1 ag parental 0.2, M1 PAM parental 12, CHO-K1 Ca antag 0 and CHRM1 agonist -8.
CSc1ccc(S(=O)(=O)Nc2ccccc2C(=O)N2CCOCC2)cc1 was read as TAAR1 antagonist -10, TAAR1 ag 1, CHO parental Ca -9, OXTR potentiate -10, V1R ag counter 0.6, M1 ag parental 0.3, M1 PAM parental 15, CHO-K1 Ca antag -1 and CHRM1 agonist -5.
For O=C(Nc1ccc2c(c1)C(=O)N(c1ccccc1)C2=O)c1cccs1 the results were TAAR1 antagonist 40, TAAR1 ag 57*, CHO parental Ca 2, OXTR potentiate -8, V1R ag counter 0.3, M1 ag parental 0.8, M1 PAM parental 18, CHO-K1 Ca antag -23 and CHRM1 agonist -3.
COC(=O)Cc1sc(-c2ccccn2)nc1-c1ccccc1 was read as TAAR1 antagonist 8, TAAR1 ag 11, CHO parental Ca -10, OXTR potentiate -6, V1R ag counter -1.1, M1 ag parental 0.6, M1 PAM parental 6, CHO-K1 Ca antag -7 and CHRM1 agonist -8.
For O=C(NCCc1ccc2c(c1)OCCO2)c1ccc(F)cc1 the results were TAAR1 antagonist 15, TAAR1 ag 3, CHO parental Ca -16, OXTR potentiate -6, V1R ag counter 5.2, M1 ag parental 9.5, M1 PAM parental 13, CHO-K1 Ca antag -8 and CHRM1 agonist -4.
CCCCN1CCC(CN2C(=S)NC[C@@H]2CC(C)C)CC1 was read as TAAR1 antagonist -14, TAAR1 ag 2, M1 ag parental 0.8, M1 PAM parental 18, CHO-K1 Ca antag -2 and CHRM1 agonist -11.

Ordered by length of the SMILES (lowest first): part of the list above.
CSc1ccc(S(=O)(=O)Nc2ccccc2C(=O)N2CCOCC2)cc1 was read as TAAR1 antagonist -10, TAAR1 ag 1, CHO parental Ca -9, OXTR potentiate -10, V1R ag counter 0.6, M1 ag parental 0.3, M1 PAM parental 15, CHO-K1 Ca antag -1 and CHRM1 agonist -5.
For O=C(Nc1ccc2c(c1)C(=O)N(c1ccccc1)C2=O)c1cccs1 the results were TAAR1 antagonist 40, TAAR1 ag 57*, CHO parental Ca 2, OXTR potentiate -8, V1R ag counter 0.3, M1 ag parental 0.8, M1 PAM parental 18, CHO-K1 Ca antag -23 and CHRM1 agonist -3.
`CCN(CC)CCCN1C(=O)c2oc3ccccc3c(=O)c2C1c1cc(OC)ccc1OC` (configuration not stated) gave TAAR1 antagonist 0, TAAR1 ag 5, CHO parental Ca -12, OXTR potentiate -5, V1R ag counter 1.3, M1 ag parental 0.2, M1 PAM parental 12, CHO-K1 Ca antag 0 and CHRM1 agonist -8.

Later entries:
O=C(Nc1ccccn1)c1ccc(S(=O)(=O)N2CCCCC2)cc1 was read as TAAR1 antagonist 5, TAAR1 ag 2, CHO parental Ca 2, OXTR potentiate -1, V1R ag counter 1.1, M1 ag parental 0.5, M1 PAM parental 1, CHO-K1 Ca antag 3 and CHRM1 agonist -4.
For Cc1cc(C)c(S(=O)(=O)Cc2ccccc2)c(=O)[nH]1 the results were TAAR1 antagonist 8, TAAR1 ag 3, CHO parental Ca -13, OXTR potentiate -15, V1R ag counter 0.8, M1 ag parental -0.3, M1 PAM parental -16, CHO-K1 Ca antag 25* and CHRM1 agonist -1.
`O=C(CSc1nc2ccccc2s1)NCCOc1ccccc1` gave TAAR1 antagonist -10, TAAR1 ag -2, CHO parental Ca -11, OXTR potentiate -4, V1R ag counter 1.5, M1 ag parental 2.8, M1 PAM parental 24, CHO-K1 Ca antag -9 and CHRM1 agonist -6.
For O=C(N/C=C/c1ccccc1)c1ccccc1 the results were TAAR1 antagonist 1, TAAR1 ag 9, CHO parental Ca -24, OXTR potentiate -7, V1R ag counter -0.2, M1 ag parental 0.0, M1 PAM parental 3, CHO-K1 Ca antag -1 and CHRM1 agonist -5.
O=C1NC(c2cccc(Cl)c2)Nc2ccccc21 (configuration not stated) was read as TAAR1 antagonist -20, TAAR1 ag 5, CHO parental Ca -8, OXTR potentiate 6, V1R ag counter 0.2, M1 ag parental -0.1, M1 PAM parental -1, CHO-K1 Ca antag 16 and CHRM1 agonist -4.
Screening CCOc1cc(N2CCOCC2)c(OCC)cc1NC(=O)c1cc(S(=O)(=O)N2CCOCC2)ccc1Cl returned TAAR1 antagonist -9, TAAR1 ag 1, M1 ag parental 1.7, M1 PAM parental 11, CHO-K1 Ca antag -8 and CHRM1 agonist -3.
For O=C(NC(=S)Nc1cccc(O)c1)C12CC3CC(CC(C3)C1)C2 the results were TAAR1 antagonist -12, TAAR1 ag 5, M1 ag parental 1.0, M1 PAM parental -3, CHO-K1 Ca antag -9 and CHRM1 agonist -3.
Cc1cc([N+](=O)[O-])nn1CC(=O)N1CCOCC1 was read as TAAR1 antagonist -6, TAAR1 ag 8, CHO parental Ca -7, OXTR potentiate 9, V1R ag counter 0.9, M1 ag parental 0.4, M1 PAM parental 14, CHO-K1 Ca antag -9 and CHRM1 agonist -3.
`COc1cc(C2NC(=O)NC(C)=C2C(=O)OC2CCCCC2)cc(Br)c1O` (configuration not stated) gave TAAR1 antagonist -2, TAAR1 ag 7, CHO parental Ca -21, OXTR potentiate -8, V1R ag counter -0.2, M1 ag parental -0.3, M1 PAM parental -14, CHO-K1 Ca antag 22 and CHRM1 agonist -2.
`O=C(c1ccccc1NS(=O)(=O)c1cccc(C(F)(F)F)c1)N1CCc2ccccc21` gave TAAR1 antagonist 11, TAAR1 ag 13, CHO parental Ca -17, OXTR potentiate -7, V1R ag counter 7.4, M1 ag parental 1.3, M1 PAM parental 23, CHO-K1 Ca antag -7 and CHRM1 agonist -6.
CC1=CC2=NC(=O)/C(=C/c3cccs3)C(=N)N2O1 was read as TAAR1 antagonist -34, TAAR1 ag 3, CHO parental Ca -17, OXTR potentiate 3, V1R ag counter 0.3, M1 ag parental 1.1, M1 PAM parental 14, CHO-K1 Ca antag -2 and CHRM1 agonist -1.
For CCn1c2ccccc2c2cc(NC(=O)CSc3nnc(C4CC4)n3Cc3ccco3)ccc21 the results were TAAR1 antagonist -12, TAAR1 ag 0, CHO parental Ca -10, OXTR potentiate -8, V1R ag counter 0.1, M1 ag parental 0.1, M1 PAM parental 12, CHO-K1 Ca antag 0 and CHRM1 agonist 0.
For Cc1ccc(C(=O)O/N=C(\N)Cc2cccs2)cc1[N+](=O)[O-] the results were TAAR1 antagonist -6, TAAR1 ag 0, CHO parental Ca -16, OXTR potentiate -8, V1R ag counter 2.6, M1 ag parental 1.5, M1 PAM parental -1, CHO-K1 Ca antag 0 and CHRM1 agonist -2.
CN(C)c1ccc(-c2ccnc3c2CC(C)(C(=O)Nc2ccccc2)O3)cc1 (configuration not stated) was read as TAAR1 antagonist -8, TAAR1 ag 0, M1 ag parental 0.0, M1 PAM parental 8, CHO-K1 Ca antag -2 and CHRM1 agonist -3.
CS(=O)(=O)N1CC(C(=O)NN)Oc2ccc(Cl)cc21 (configuration not stated) was read as TAAR1 antagonist -15, TAAR1 ag 9, CHO parental Ca -8, OXTR potentiate -16, V1R ag counter 1.0, M1 ag parental 1.3, M1 PAM parental 8, CHO-K1 Ca antag -7 and CHRM1 agonist -4.
Screening CCN(c1ccccc1)S(=O)(=O)c1cccc(C(=O)NCC(c2ccco2)N2CCCC2)c1 (configuration not stated) returned TAAR1 antagonist 14, TAAR1 ag -1, CHO parental Ca -17, OXTR potentiate -6, V1R ag counter 1.9, M1 ag parental -0.2, M1 PAM parental -10, CHO-K1 Ca antag -11 and CHRM1 agonist -6.
For CC1(C)COC(c2ccc(F)c([N+](=O)[O-])c2)=N1 the results were TAAR1 antagonist -15, TAAR1 ag 1, CHO parental Ca 2, OXTR potentiate -7, V1R ag counter -0.1, M1 ag parental 0.6, M1 PAM parental 18, CHO-K1 Ca antag -7 and CHRM1 agonist -4.
Screening COc1cccc(CN2CCC(C(=O)Nc3ccc(Oc4cccnc4)cc3)CC2)c1 returned TAAR1 antagonist -22, TAAR1 ag 6, M1 ag parental 5.9, M1 PAM parental 7, CHO-K1 Ca antag -13 and CHRM1 agonist -5.
`Cn1c2ccccc2c(=O)c2ccc(F)cc21` gave TAAR1 antagonist -3, TAAR1 ag 6, CHO parental Ca -8, OXTR potentiate -6, V1R ag counter -0.9, M1 ag parental -1.1, M1 PAM parental 10, CHO-K1 Ca antag 2 and CHRM1 agonist -7.
`COc1ccc(NC(=O)CCc2c(C)nn(-c3ccc(N4CCOCC4)nn3)c2C)cc1` gave TAAR1 antagonist -10, TAAR1 ag 2, CHO parental Ca -12, OXTR potentiate -5, V1R ag counter 1.3, M1 ag parental 1.1, M1 PAM parental -18, CHO-K1 Ca antag -8 and CHRM1 agonist 3.
For COc1ccccc1/C=N/NC(=O)C(=O)Nc1ccccc1OC(F)(F)C(F)F the results were TAAR1 antagonist 10, TAAR1 ag 3, CHO parental Ca -9, OXTR potentiate -4, V1R ag counter 1.3, M1 ag parental 0.8, M1 PAM parental 11, CHO-K1 Ca antag -8 and CHRM1 agonist -3.
